ATXN2 expr inh: Primary qHTS for Inhibitors of ATXN expression. Potency, µM (top dose mostly 57 µM), for the others: at the highest dose activity change, negative = inhibition, usual class: inhibitors. HEK-293 ATXN2-luciferase reporter, luminescence, 24 h. 360,000 compounds, 0.72% hits; also: potency is read from the fitted curve at half-maximal effect; % is scaled to controls: 0 for no effect and ±100 for the full control effect; nearly all actives have a fitted effect of over 55% in size
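qHTS (up to 57 uM final) was run with 24 h compound exposure of reporter cells at 37 °C. Each well was multiplexed: SteadyGlo luminescence measured ATXN2-luciferase expression after a fluorogenic Gly-Phe-AFC viability readout (25 uM final).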
SW480 rerep: A quantitative high throughput screen for small molecules that induce DNA re-replication in SW480 colon adenocarcinoma cells. AID 624297, 2012. 340,000 compounds, 1.8% hits. Potency, µM (doses to about 46.1 µM), for the others: at the highest dose re-replication activation, actives largely listed as activators. SW480 DNA re-replication, Hoechst DNA content imaging, 48 h; also: potency is read from the fitted curve at half-maximal effect; % of control where 0% means no effect; nearly all actives have a fitted effect of over 55% in size
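Per well, 250 cells were exposed to pinned compound for 48 hr. Nuclear DNA was visualised with Hoechst (40 min, 37 C) and total object intensity recorded by fluorescence scanning.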
HT1080-NT tox: qHTS for induction of synthetic lethality in tumor cells producing 2HG: qHTS for the HT-1080-NT fibrosarcoma cell line. HT-1080-NT fibrosarcoma viability, CellTiter-Glo ATP luminescence, 48 h. Potency, µM (series often up to 46.1 µM), for the others: at the highest dose activity, negative = less viability, most hits filed as cytotoxic. 360,000 compounds, 1.6% hits;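 also: NT is the 2HG producing partner of a matched IDH1 knockdown line; potency is read from the fitted curve at half-maximal effect; 0% = DMSO-treated cells and -100% = media-only wells without cells; nearly all actives have a fitted effect of over 55% in size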
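Fibrosarcoma NT cells, 750 per well in 5% FBS RPMI, were exposed to compound for 48 hours. Viability: CellTiter-Glo luminescence.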
HT1080 IDH1KD tx: qHTS for induction of synthetic lethality in tumor cells producing 2HG: qHTS for the HT-1080-IDH1KD cell line; 360,000 compounds, 2% hits; Potency, µM (titrated, usually from 46.1 µM), inactives show top-dose activity, negative = toxicity, most hits filed as cytotoxic; AID 686971, 2013; HT-1080 IDH1 knockdown viability, ATP luminescence, 48 h;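 also: potency is read from the fitted curve at half-maximal effect; 0% = DMSO wells and -100% = cell-free medium wells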
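CellTiter-Glo luminescence after 48 h compound exposure at 37 degrees C of IDH1-knockdown HT-1080 cells in 5% FBS RPMI. %Activity scaled between DMSO wells and cell-free media wells, with curves fitted and assigned curve classes.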
MCF10A rerep: A quantitative high throughput screen for small molecules that induce DNA re-replication in MCF 10a normal breast cells; 350,000 compounds, 2.9% hits; AID 624296, 2012; MCF 10A DNA re-replication, Hoechst nuclear intensity, 48 h; Potency, µM (series often up to 46.1 µM), for inactives: at the highest dose activity, positive = re-replication, hits mostly activators; also: potency is read from the fitted curve at half-maximal effect; % of control where 0% means no effect; nearly all actives have a fitted effect of over 50% in size
ATXN viability: Viability Counterscreen for Primary qHTS for Inhibitors of ATXN expression; S2 cells (HEK-293 line with an ATXN2-luciferase reporter) viability, CellTiter-Fluor protease fluorescence, 24 h; Potency, µM (highest dose often 56.7 µM), most hits filed as cytotoxic; 400,000 compounds, 0.49% hits; also: potency is read from the fitted curve at half-maximal effect; nearly all actives have a fitted effect of over 40% in size
HepG2 viability: qHTS for Inhibitors of TGF-b: Cytotox Counterscreen | 410,000 compounds, 0.76% hits | HepG2 CAGA-GFP viability, ATP luminescence, 18 h | Potency, µM (doses to about 46.1 µM), inactives show at the highest dose activity change, negative = cytotoxicity, hits mostly cytotoxic | AID 588856, 2011; also: potency is read from the fitted curve at half-maximal effect; some results filed as inactive show a strong effect at the top dose
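CellTiter-Glo luminescence gave cytotoxicity after 18 hours at 37 degrees C. The cells were HepG2 CAGA-GFP in 1% FBS DMEM, stimulated with 500 pg/mL TGF-beta after compound addition. %Activity was normalised to no-cell wells (complete cell-killing) and DMSO (no toxicity), and curves were fitted and classified.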
KB-3-1 cytotox: qHTS assay for MDR1-selective chemotherapeutics: Primary screen using the parental adenocarcinoma cell KB-3-1. KB-3-1 viability, CellTiter-Glo ATP luminescence, 72 h. Potency, µM (series often up to 46.1 µM), for the others: at the highest dose activity change, negative = cytotoxic, usual class: cytotoxic. 400,000 compounds, 1.4% hits; also: potency is read from the fitted curve at half-maximal effect; % is scaled to controls: 0 for no effect and ±100 for the full control effect; nearly all actives have a fitted effect of over 60% in size
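Cells are dispensed, compounds pinned in, plates held at 37 °C for 72 h, then CellTiter-Glo is added and luminescence read after 10 minutes. Cell line: parental KB-3-1 in phenol-red-free DMEM, 10% FBS.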
IL1B secr inh: qHTS for Inhibitors of Inflammasome Signaling: IL-1-beta AlphaLISA Primary Screen. activity change, % at 57.5 µM. 360,000 compounds, 4.7% hits. THP-1 LPS/ATP IL-1B secretion, AlphaLISA, 16 h; active compounds read low. AID 743279, 2014; in the data active = activity change below about -50%; inconclusive = mostly about -30% to -49%; also: % is scaled to controls: 0 for no effect and ±100 for the full control effect
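THP-1 cells pretreated 1 hr with compounds (up to 57.5 uM final), then stimulated with LPS (250 ng/mL final) plus ATP (1.25 mM final); secreted IL-1B measured by AlphaLISA after 16 hr, decreased signal indicating inhibition.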
* hit, by the source's call; i = inactive; ? = inconclusive; . = not tested or not shown; [ ] = remark or other dose. Unless noted, calls follow the shape of the dose curve; as a rule, active = well fitted curve in the direction sought with a large enough effect; inconclusive = small, poorly fitted or top-dose-only effect, or another doubt; inactive = no such curve, though single readings can be large; an effect the other way counts as inactive or inconclusive.

Molecule	ATXN2 expr inh	SW480 rerep	HT1080-NT tox	HT1080 IDH1KD tx	MCF10A rerep	ATXN viability	HepG2 viability	KB-3-1 cytotox	IL1B secr inh
CC1CCN(S(=O)(=O)c2cccc(C(=O)O)c2)CC1	-8%	-13%	3%	-4%	-6%	i	9%	1%	8
NC(=O)CNC(=O)c1ccc(Cl)cc1	-5%	-5%[9.22 µM]	7%	5%	3%	i	-35%	-15%	-10
CCCn1nnnc1NC(=O)c1ccc2ccccc2c1	?	?	-21%	-30%	?	?	13µM*	?	49
COc1nc(NC(C)(C)C)nc(Oc2ccc(=O)n(C)n2)n1	-7%	-13%	0%	14%	7%	i	-5%	0%	10
Cc1ccsc1/C=N\NC(=O)CCc1c(C)n[nH]c1C	-9%	-8%	16%	-1%	-5%	i	3%	28%	-7
CCOC(=O)c1c(N)sc2c1CCS(=O)(=O)C2	-18%	-5%	0%	1%	-3%	i	-27%	1%	-5
CC(C)COC(=O)N1CC(O)CC1C(=O)O (stereo unspecified)	.	-13%	20%	6%	1%	.	-7%	7%	14
CCOC(=O)c1cc(C(=O)OCC)c2cc(Br)ccc2n1	-5%	-10%	15%	-4%	-7%	i	8%	1%	13
Cn1c(=O)c2c(nc(CN3CCC(C(N)=O)CC3)n2CCc2ccccc2)n(C)c1=O	-9%	-5%	3%	18%	-185%[0.0737 µM]	?	13%	0%	2
FC(F)(F)c1cc(NCc2cccs2)n2ncnc2n1	-14%	-1%	-1%	-1%	-4%	i	-4%	-4%	5
CCOc1ccc(CCN2CN(CC)CNC2=S)cc1OCC	-23%	-10%	-4%	1%	5%	i	8.9µM*	-8%	14
COc1ccccc1C1CN(c2ccccc2)N=C1c1cccs1 (stereo unspecified)	-12%	19%	?	14%[9.24 µM]	9%	.	-53%	7%	22

Fetched one by one from above (4):
Molecule	ATXN2 expr inh	SW480 rerep	HT1080-NT tox	HT1080 IDH1KD tx	MCF10A rerep	ATXN viability	HepG2 viability	KB-3-1 cytotox	IL1B secr inh
CC1CCN(S(=O)(=O)c2cccc(C(=O)O)c2)CC1	-8%	-13%	3%	-4%	-6%	i	9%	1%	8
CCOc1ccc(CCN2CN(CC)CNC2=S)cc1OCC	-23%	-10%	-4%	1%	5%	i	8.9µM*	-8%	14
CCOC(=O)c1c(N)sc2c1CCS(=O)(=O)C2	-18%	-5%	0%	1%	-3%	i	-27%	1%	-5
Cc1ccsc1/C=N\NC(=O)CCc1c(C)n[nH]c1C	-9%	-8%	16%	-1%	-5%	i	3%	28%	-7

The list goes on:
Molecule	ATXN2 expr inh	SW480 rerep	HT1080-NT tox	HT1080 IDH1KD tx	MCF10A rerep	ATXN viability	HepG2 viability	KB-3-1 cytotox	IL1B secr inh
C#CCOCCOCCOCCNc1nc(N2CCN(C(=O)Cn3cc(CC(C)O)nn3)CC2)nc(N2CCN(C(=O)[C@H]([C@@H](C)CC)n3cc(CCCN=C(N)N)nn3)CC2)n1 (stereo partly specified)	14%	-32%[inhibitor]	5%	5%	-23%	i	3%	0%	19
COc1ccc(NC(=O)COC(=O)C2CCC2)cc1Cl	-2%	-5%	17%	13%	0%	i	-18%	3%	-17
CC1CCN(C(=O)c2cc(-c3ccc4c(c3)OCO4)on2)CC1	17%	-6%	7%	-9%	1%	i	-3%	-11%	-13
Cc1ccc(NC(=O)CC2(CC(=O)O)CCCC2)c(C)c1	-9%	-1%	20%	2%	3%	i	-1%	-2%	52
COc1cc(Nc2nc3ccc(Cl)cc3n3cnnc23)cc(OC)c1OC	-15%	-2%	2%	-9%	7%	i	-3%	?	42
O=C1NC[C@H](CCCCN2C[C@H](Cc3ccccc3)N(CCC3CCCCC3)C(=O)C2=O)N(CCc2ccc(O)cc2)C1=O	11%	.	10%	0%	.	i	.	0%	-9
COc1ccc(C(C(=O)Nc2ccc(C(C)C)cc2)N(Cc2ccco2)C(=O)CC2NC(=O)NC2=O)cc1 (stereo unspecified)	-27%	14%	-14%	-11%	0%	i	12%	-3%	-70*
O=C(CCCCn1c(=O)c2ccccc2n(Cc2ccc(F)cc2Cl)c1=O)NCCc1ccc(Cl)cc1	1%	.	.	.	.	i	-4%	1%	.
Cc1ccc(S(=O)(=O)N2CCN(Cc3cc(C(C)(C)C)ccc3O)CC2)cc1	-2%	5%	-9%	6%	26%	i	-12%	-5%	12
OC(CNCc1ccc(-c2ccccc2)cc1)c1ccccc1 (stereo unspecified)	-39%	18µM*	21µM*	29µM*	18µM*	i	22µM*	?	-73*
CCOc1ccc(OCCC(=O)Nc2ccc3c(c2)OCO3)cc1	4%	-6%	-7%	-2%	-6%	i	-23%	2%	0
COc1ccc(OC)c(CCNC(=O)Cn2cccc2C(=O)c2ccccc2)c1	3%	-1%	-3%	0%	4%	i	-3%	-11%	0
Cc1nnc(SCC(=O)Nc2ccc(N3CCN(S(C)(=O)=O)CC3)cc2)o1	-15%	17%	-4%	-2%	-5%	i	-14%	-10%	-11
O=C(COC(=O)/C=C/c1ccc(Cl)c(Cl)c1)NC1CCS(=O)(=O)C1 (stereo unspecified)	9%	-3%	13%	9%	-3%	i	-8%	9%	0
COC(=O)CCS(=O)(=O)c1cc(Cl)ccc1Cl	0%	-2%	4%	9%	6%	?	2%	1%	-6
O=C(Nc1cccn(Cc2c(Cl)cccc2Cl)c1=O)c1ccc(Cl)cc1Cl	-20%	24%	?	?	15%	i	-15%	21µM*	-59*
O=C(NCc1ccco1)c1cc(-c2cccnc2)nc2ccc(Cl)cc12	-8%	12%	-3%	3%	11%	i	8%	9%	-19
OC(CN1CCOCC1)c1ccc(F)cc1 (stereo unspecified)	.	?	3%	-3%	1%	i	1%	-3%	-10
COc1ccc(C2/C(=C(\O)c3ccc4c(c3)OCCO4)C(=O)C(=O)N2c2nc(C)c(C(C)=O)s2)cc1 (stereo unspecified)	1%	-1%	8%	7%	-2%	i	-8%	-4%	14
COc1ccc(NC(=O)CN2C(=O)c3cccc4cccc2c34)cc1OC	?	?	?	?	?	?	-37%	4%	0
C=C(C)C(=O)Oc1ccc(N=Nc2ccc(C)cc2)ccc1=O	?	?	?	23µM*	16µM*	32µM*	-32%	0%	?
O=C(N/N=C/c1cc(Br)c(O)c(Br)c1O)c1cccnc1	.	?	?	10µM*	12%	?	0%	?	60
CC(=O)Nc1cncc(-c2cccc(C(=O)N3CCOCC3)c2)n1	-5%	.	-2%	1%	.	i	-42%	0%	-3
CSc1ccc(S(=O)(=O)NCCSC(C)(C)C)cc1	-6%	8%	3%	?	13%	i	-18%	-20%	0
COc1ccc(C(C(=O)NC2CCCC2)N(C(=O)c2ccoc2C)c2cc(C)cc(C)c2)cc1 (stereo unspecified)	-7%	9%	-17%	-30%	?	?	-22%	3%	?
CCc1nnc(NC(=O)CN2CCN(Cc3ccccc3C)CC2)s1	-6%	4%	12%	0%	1%	i	-19%	11%	14
CC1=C(C#N)C(c2cccnc2)C2=C(CCCC2=O)N1 (stereo unspecified)	4%	-4%	13%	11%	3%	i	-18%	3%	0
CN=C(C)/C(C(=O)OC)=C(/O)c1ccc(Cl)cc1Cl	-2%	-18%	5%	10%	?	i	-177%	6%	15
O=C(CCC(=O)N(CC(=O)NC1CCCCC1)Cc1ccco1)Nc1nccs1	4%	-4%	20%	6%	1%	i	0%	2%	32
O=S(=O)(c1ccc(F)cc1)N1CCc2ccccc21	.	1%	8%	10%	-1%	i	0%	1%	13
COC(=O)CC1Oc2ccccc2N(Cc2ccc(C)cc2)C1=O (stereo unspecified)	-2%	21%	-4%	3%	6%	i	0%	1%	30
CCCCC(=O)OCC(=O)c1ccc(OCC)cc1	7%	0%	-4%	-2%	4%	i	-1%	-1%	4
O=C1CSc2ccc(C(=O)O)cc2N1	-10%	-14%	18%	6%	-1%	i	-2%	-6%	20
COC(=O)NCC12CC3CC(C1)CC(CNC(=O)OC)(C3)C2	-2%	-11%	-2%	0%	1%	i	-6%	-7%	-9
O=C(OCc1ccccc1)N1CCOCCN(C(=O)OCc2ccccc2)CCOCC1	-17%	0%	-3%	-4%	?	i	0%	-9%	-5
CCC(C)NC(=O)CN(c1ccc2c(c1)OCO2)S(=O)(=O)c1c(C)n[nH]c1C (stereo unspecified)	1%	9%	-3%	10%	0%	i	2%	8%	14
COc1ccc(C2=NO[C@@H]3C(=O)N(c4cccc(C)c4C)C(=O)[C@H]23)cc1OC	-2%	-4%	10%	4%	-2%	?	12%	2%	-2

Entries of single compounds from above. Order of values: ATXN2 expr inh	SW480 rerep	HT1080-NT tox	HT1080 IDH1KD tx	MCF10A rerep	ATXN viability	HepG2 viability	KB-3-1 cytotox	IL1B secr inh
O=C1NC[C@H](CCCCN2C[C@H](Cc3ccccc3)N(CCC3CCCCC3)C(=O)C2=O)N(CCc2ccc(O)cc2)C1=O is listed as 11%	.	10%	0%	.	i	.	0%	-9
O=C(Nc1cccn(Cc2c(Cl)cccc2Cl)c1=O)c1ccc(Cl)cc1Cl is listed as -20%	24%	?	?	15%	i	-15%	21µM*	-59*
CCCn1nnnc1NC(=O)c1ccc2ccccc2c1 is listed as ?	?	-21%	-30%	?	?	13µM*	?	49

Screening results from PubChem.

Hits appear at their usual frequency (roughly 8.9% active in at least one column).
